# MazEF act: increases E. coli MazEF RNase cleavage of RNA | activation, % at 20 µM | FAM/BHQ RNA-DNA oligo cleavage fluorescence, 5 h | 350,000 compounds, 0.32% hits | P0AE70; in the data active means activation above about 50%
# Target sequence (P0AE70 whole entry, looked up): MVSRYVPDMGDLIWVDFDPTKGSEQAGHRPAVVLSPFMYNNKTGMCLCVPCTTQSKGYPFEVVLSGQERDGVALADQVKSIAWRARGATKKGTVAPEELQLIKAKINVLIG
# PriA SSB inh: inhibitors of Klebsiella pneumoniae PriA binding to SSB C-terminal tail | AlphaScreen SSBct-PriA binding, biotinylated peptide | inhibition, % at 33 µM | 430,000 compounds, 0.6% hits | AID 1272365; in the data active means inhibition mostly above about 37%, no sharp cut-off; inactive means mostly below about 20%;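 further: plate controls were negative control peptide for no effect and reference peptide for full effect; strong numbers were not always called active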
# Rv3671c protease: Rv3671c (M. tuberculosis) protease inhibition; inhibition, % at 5.96 µM; AID 2606; 320,000 compounds, 0.048% hits; in the data active means inhibition above about 38%;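 further: extracellular domain of Rv3671c used as enzyme; 0% = enzyme with DMSO and 100% = no enzyme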
# Target sequence (P9WHR9 whole entry, looked up, the tested form may be a part): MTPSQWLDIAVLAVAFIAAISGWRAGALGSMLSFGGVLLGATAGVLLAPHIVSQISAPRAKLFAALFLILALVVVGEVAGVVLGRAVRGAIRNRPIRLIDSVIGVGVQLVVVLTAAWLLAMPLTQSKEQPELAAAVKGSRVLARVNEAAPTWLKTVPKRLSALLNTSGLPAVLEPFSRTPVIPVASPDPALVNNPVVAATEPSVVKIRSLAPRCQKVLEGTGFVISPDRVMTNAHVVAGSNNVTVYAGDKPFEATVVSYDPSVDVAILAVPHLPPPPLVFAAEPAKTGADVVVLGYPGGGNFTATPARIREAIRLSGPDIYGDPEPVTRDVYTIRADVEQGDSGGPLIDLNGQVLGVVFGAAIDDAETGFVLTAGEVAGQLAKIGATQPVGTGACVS
# BoNT A protease: blocks Botulinum neurotoxin A light chain protease | 360,000 compounds, 0.17% hits | inhibition, % at 10 µM | multiplex microsphere protease substrate cleavage, flow cytometry; further: plate controls were buffer without enzyme for full effect and enzyme alone for no effect
# 3CLpro inhibitor: SARS-CoV 3CLpro protease inhibition | AID 1706 | 290,000 compounds, 0.14% hits | P0C6X7 | recombinant SARS-CoV 3CLpro, quenched FRET peptide cleavage | inhibition, % at 6 µM; in the data active means inhibition above about 12%
# PrPC surface inh: inhibitors of human cell surface prion protein PrPC; P04156; TR-FRET read-out; inhibition, % at 13.8 µM; 370,000 compounds, 0.43% hits; AID 720596; in the data active means inhibition above about 24%; further: 0% = median of the test wells and 100% = reference compound wells
# Anthrax LF inh2: blocks Bacillus anthracis lethal factor protease; P15917; multiplex microsphere protease cleavage assay, LF; inhibition, % at 10 µM; 360,000 compounds, 0.12% hits; AID 588501; further: plate controls were buffer without enzyme for full effect and enzyme alone for no effect
# BoNT-F LC inh: BoNT F light chain protease inhibition | Multiplex microsphere protease cleavage assay, flow cytometry | inhibition, % at 10 µM | 360,000 compounds, 0.22% hits | AID 588497; in the data active means inhibition above about 35%, passing the limit was not always enough; inconclusive means no clear call, values can overlap the other calls; further: plate controls were buffer without enzyme for full effect and enzyme alone for no effect
# VHR inh abs: blocks human VHR1 dual specificity phosphatase; P51452; recombinant VHR phosphatase, pNPP absorbance; inhibition, % at 13.3 µM; 290,000 compounds, 0.52% hits; AID 1654; in the data active means inhibition above about 50%; further: some compounds called inactive have numbers as strong as hits
# Target sequence (P51452 whole entry, looked up): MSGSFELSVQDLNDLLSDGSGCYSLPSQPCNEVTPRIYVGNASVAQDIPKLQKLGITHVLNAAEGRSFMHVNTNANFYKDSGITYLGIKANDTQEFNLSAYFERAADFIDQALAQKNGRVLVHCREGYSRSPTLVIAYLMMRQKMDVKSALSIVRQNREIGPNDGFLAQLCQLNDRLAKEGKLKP
# CCHFV vOTU inh: blocks the CCHF virus ovarian tumor domain protease | AID 651958 | CCHFV vOTU protease, Pep-AMC fluorescence | inhibition, % at 11.5 µM | 370,000 compounds, 0.55% hits; in the data active means inhibition above about 30%; further: 0% = vehicle wells with enzyme and 100% = no enzyme wells
# Starred values were filed as active, the others as inactive; i = inactive; ? = inconclusive; . = not tested or not shown. Unless noted, no stated cut-off is given here; in the data, active means inhibition above about 30%; inconclusive means no clear call, values can overlap the other calls; inactive means below that. These rows are one share of the data. The share of hits here may be higher or lower than overall.
SMILES,MazEF act,PriA SSB inh,Rv3671c protease,BoNT A protease,3CLpro inhibitor,PrPC surface inh,Anthrax LF inh2,BoNT-F LC inh,VHR inh abs,CCHFV vOTU inh
CCOC(=O)C1CCCN(C(=O)c2ccc(NC(=O)CC3SC(N4CCCC4)=NC3=O)cc2)C1 (centres undefined),6.1,-6.3,-6.1,-2.5,.,1.6,-0.8,-9.3,.,-11.5
O=C(NCC(=O)N1CCN(c2ncccn2)CC1)c1cccs1,7.8,-7.9,2.0,2.1,2.9,.,-11.3,3.2,3.6,.
CN(C)c1nccc(NCc2ccccc2)c1C#N,8.2,-12.5,2.9,0.4,-3.1,-3.1,-2.4,1.9,24.9,7.6
O=C(NCCCN1CCOCC1)/C(=C/c1ccc(F)cc1)NC(=O)c1ccccc1,4.5,6.3,5.9,-0.8,1.2,-11.0,-4.3,-7.2,16.5,-16.2
CCOC(=O)C1=C(C)C(c2cccc(Oc3ccccc3)c2)NC(=S)N1 (centres undefined),1.0,8.8,-7.5,0.2,1.5,2.1,0.3,1.0,11.5,4.4
CCN1CCN(c2ccc(S(=O)(=O)N3CCCC3)cn2)CC1,2.8,-24.0,-5.2,-1.2,0.1,-8.1,-3.2,-6.4,19.0,-0.4
CCN(CC(=O)NCc1cccs1)C(=O)c1cccc(S(=O)(=O)Nc2ccc(F)cc2)c1,3.4,-11.3,.,0.2,.,5.3,-4.4,-0.7,.,-10.4
Cn1cc(C(=O)N/N=C/C=C/c2ccccc2)ccc1=O,-1.2,.,3.0,0.0,5.1,-14.7,0.3,-1.9,34.1,12.3
CC1CCc2cc(F)ccc2N1S(=O)(=O)c1ccc(F)cc1 (centres undefined),1.9,-46.8,5.6,0.2,1.4,0.3,4.0,4.6,-3.6,6.0
COCC(=O)N(C)c1nnc(-c2ccccn2)s1,4.5,-8.1,2.9,0.6,1.3,-6.6,3.6,?,2.3,-1.5
CCOc1cc(C(=O)NC)cc(Br)c1OC,18.3,-14.6,-4.4,-1.0,2.3,-9.6,-4.8,-4.5,6.0,-14.3
CCN1C(=O)N[C@@H](c2ccccc2)C(C(=O)OC)=C1C,-0.6,-5.3,1.7,-0.3,.,0.7,-2.7,2.0,.,2.9
COc1ccccc1-c1cc(C(=O)NCCN2CCOCC2)no1,1.8,-6.7,1.7,-0.2,-6.9,-2.0,-0.9,2.8,17.9,-1.5
CCC(=O)NCCCCCCCCCNC(=O)CC,5.3,-13.3,-11.1,-0.2,2.6,6.5,-1.1,-3.7,7.4,-8.1
CN(C(=O)c1cccnc1)c1nnc(-c2ccccn2)s1,-5.8,-16.1,1.0,-0.4,-5.6,4.3,-0.3,-12.5,17.5,9.9

# Molecules above with fluorine, in the order listed:
SMILES,MazEF act,PriA SSB inh,Rv3671c protease,BoNT A protease,3CLpro inhibitor,PrPC surface inh,Anthrax LF inh2,BoNT-F LC inh,VHR inh abs,CCHFV vOTU inh
O=C(NCCCN1CCOCC1)/C(=C/c1ccc(F)cc1)NC(=O)c1ccccc1,4.5,6.3,5.9,-0.8,1.2,-11.0,-4.3,-7.2,16.5,-16.2
CCN(CC(=O)NCc1cccs1)C(=O)c1cccc(S(=O)(=O)Nc2ccc(F)cc2)c1,3.4,-11.3,.,0.2,.,5.3,-4.4,-0.7,.,-10.4
CC1CCc2cc(F)ccc2N1S(=O)(=O)c1ccc(F)cc1 (centres undefined),1.9,-46.8,5.6,0.2,1.4,0.3,4.0,4.6,-3.6,6.0

# Going on with the list.
SMILES,MazEF act,PriA SSB inh,Rv3671c protease,BoNT A protease,3CLpro inhibitor,PrPC surface inh,Anthrax LF inh2,BoNT-F LC inh,VHR inh abs,CCHFV vOTU inh
COC(=O)C1=C(C)N(C)C(=S)N(C)C1c1ccc(OC)cc1 (centres undefined),1.5,-7.5,7.4,1.3,4.3,-1.4,2.2,10.2,-10.0,0.9
CC(=O)c1c(COC(=O)c2ccc(F)cc2)nc2ccccc2[n+]1[O-],5.7,3.2,4.1,0.8,1.8,-3.4,2.1,5.4,3.5,-9.4
COC(=O)c1ccc(NC(=O)CSc2nc3ncccc3[nH]2)cc1,0.4,-12.1,-2.9,2.6,2.4,-3.7,-8.0,?,5.0,2.5
CC(C)CNC(=O)c1cccc2c(-c3cccnc3)coc12,.,.,.,0.0,.,-6.7,-4.9,-1.6,.,14.4
O=C(Cn1nc(C(F)(F)F)c2c1CCC2)Nc1ccccc1C(F)(F)F,-6.2,-8.2,-0.5,-0.4,0.8,-5.8,2.4,-11.3,0.0,17.1
O=C(Nc1ccc(C(=O)O)cc1)/C(=C\c1ccco1)NC(=O)c1ccccc1Cl,-1.9,-7.3,3.0,0.2,1.4,-0.2,-1.5,4.7,6.7,21.8
CCNC(=O)c1ccc(CSc2nc3ccccc3s2)cc1,-4.5,-14.2,-12.6,0.4,2.1,7.0,-5.9,1.6,-7.2,-6.1
Cc1ncc([N+](=O)[O-])n1CC(=O)Nc1ccc(F)cc1,7.4,9.4,-5.2,2.3,-0.6,0.8,-9.1,?,17.2,-2.6
CCOC(=O)C1(Cc2cccc(F)c2)CCN(C(=O)c2cnc(C)cn2)CC1,-1.7,-22.9,14.3,-0.8,-0.6,4.8,4.7,-2.6,-0.9,2.2
COc1cc(OC)cc(C(=O)NNC(=O)CN2C(=O)NC3(CCCC3)C2=O)c1,-4.5,5.5,-2.9,8.7,.,-3.5,2.3,8.7,.,6.4
O=C(COc1ccc(Cl)cc1)NCc1nnc(SCC(=O)N2CCCC2)o1,-0.4,-0.6,-3.7,-0.4,-2.1,2.5,0.8,-4.0,-0.1,-10.7
CC1=C(C(=O)N2CCOCC2)CC(CC(=O)NCCCCc2ccccc2)C(=O)N1CCC1=CCCCC1 (centres undefined),18.3,.,.,-0.8,.,-4.7,-1.2,-6.9,.,6.2
CCOc1ccc(NC(=S)N(C)C)cc1,4.0,0.2,7.9,-0.7,0.7,8.4,-2.9,-1.4,9.1,-8.4
CC(C)(C)C(=O)NCc1ccc(C(=O)CSc2nnc(-c3ccncc3)n2C2CC2)s1,2.4,-3.4,.,.,.,-6.2,.,.,.,8.2
CSc1sc(C(=O)N(C)C)cc1S(=O)(=O)C(C)C,-0.3,1.3,-3.6,-0.4,0.7,1.8,7.3,-3.4,-11.7,-11.1
CC1(C(=O)Nc2cccnc2)Cc2c(-c3ccc4c(c3)OCO4)ccnc2O1 (centres undefined),.,.,.,-0.5,.,-5.6,-0.7,-4.1,.,-9.3
CC(NCc1ccc(S(N)(=O)=O)cc1)C(=O)NCc1ccccc1 (centres undefined),-7.7,-2.9,-2.6,-3.5,-1.5,-3.8,-11.5,-5.5,26.3,-14.8
COc1ccc(NC2c3ccccc3C(=O)N2c2ccccn2)cc1Cl (centres undefined),-0.3,-3.5,1.7,-0.1,-0.9,10.2,-1.2,-2.1,12.8,10.0
CCCc1nc2ccccc2n1Cc1ccccc1OC,9.0,-9.6,9.3,-1.4,-0.7,0.7,-4.8,-17.9,27.2,-7.2
CCN(CC)C(=O)CSc1nc2ccccc2c(=O)n1-c1ccccc1OC,4.1,0.5,-0.4,1.1,5.5,-0.8,5.1,15.3,9.1,1.4
CC1CCN(C(=O)CSc2nnc(CNC(=O)c3ccco3)o2)CC1,4.9,-8.6,0.6,1.3,-2.9,3.0,-1.3,3.4,0.0,3.9
Cc1c(C=O)cnn1CCC(=O)O,-1.8,-10.6,0.7,-1.0,-6.2,3.5,-1.7,-13.5,.,0.6
Cc1cccc(NC(=O)C(=O)NCc2ccccn2)c1,-11.8,-7.2,2.1,-3.2,5.0,-5.1,-7.0,-27.3,9.7,-12.0
CCOc1ccc(CN2C(=O)c3ccccc3C2=O)cc1C(=O)Nc1nnc(SCC)s1,-0.2,-6.1,3.0,0.7,1.6,1.3,-2.1,0.4,-4.8,3.3
COCCN(C(=O)c1ccco1)c1nnc(-c2ccc(OC)c(OC)c2)s1,0.8,-8.8,-4.6,-0.6,2.6,-4.3,3.6,-2.0,22.2,4.6
CCOC(=O)c1sc(N/N=C/c2ccccc2)nc1C,10.3,.,-10.4,-0.4,6.0,8.5,-1.3,4.0,2.9,19.5
CN(C)c1ccc(/C=C/C(=O)c2ccc(O)cc2)cc1,-410.9,-14.4,.,2.9,.,6.7,7.3,1.7,.,35.3*
Cc1ccc(F)cc1NC(=O)CCc1c(C)[nH]c(=O)c(C#N)c1C,10.9,6.3,-4.5,-1.0,7.3,-2.9,-4.8,6.3,-2.6,1.3
O=C(Nc1cc(S(=O)(=O)Nc2ccc(Cl)cc2)ccc1O)c1ccc(S(=O)(=O)N2CCCCCC2)cc1,6.0,7.2,-25.2,0.1,-2.8,4.0,-1.5,-2.5,-7.1,9.1
CCc1c(O)nc(SC2CC(=O)N(c3ccccc3)C2=O)[nH]c1=O (centres undefined),1.3,13.0,1.7,-0.1,-1.0,0.0,2.3,-3.2,12.3,2.7
OC(CCCC(O)c1ccccc1)c1ccccc1 (centres undefined),6.5,-7.6,.,-1.1,.,3.2,1.9,-2.5,.,-10.3
Cc1ccc(C)c(N(CC(=O)NC2CCCCC2)C(=O)CNC(=O)c2ccco2)c1,3.0,-1.0,5.3,-0.6,0.3,-2.3,0.5,-0.8,31.7,6.6
Cn1c(=O)[nH]c(=O)c2c1nc(N1CCOCC1)n2CC(=O)c1ccccc1,9.5,-11.3,9.5,0.3,1.7,-2.6,-0.7,-1.5,3.6,-7.1
COc1ccc(CC(=O)Nc2c(C(=O)N3CCN(c4ccccc4OC)CC3)oc3ccccc23)cc1OC,11.5,17.1,-2.0,-0.2,-1.4,-5.8,-0.7,-6.7,14.0,11.0
CCOC(=O)c1cc(CC)sc1/N=C/C1C(=O)CCCC1=O,11.5,.,3.3,-0.6,3.6,-5.9,-1.5,0.1,-2.0,8.0
COCCNC(=O)c1cc(-c2ccccc2)nn1CC1CC(c2cccnc2)=NO1 (centres undefined),0.5,0.5,-8.4,0.0,.,-2.6,-0.8,-0.2,.,5.7
CCc1ccccc1NC(=O)CCC(=O)Nc1nnc(C(C)C)s1,8.5,-6.2,-1.5,-0.7,3.1,-3.2,-3.0,6.6,16.6,21.9
CCOc1ccc2nc(N/C(N)=N/S(C)(=O)=O)nc(C)c2c1,-0.2,.,3.4,1.3,-4.1,-0.8,-2.8,3.8,15.0,-20.3
CCc1ccc(N2CC(C(=O)NCc3ccco3)CC2=O)cc1 (centres undefined),-3.4,7.5,4.7,0.8,-1.0,-3.1,0.7,5.0,4.4,-8.7
Cc1nn(Cc2ccccc2Cl)c(C)c1C(=O)NCCN1C(=O)S/C(=C\c2ccccc2)C1=O,-20.6,-11.8,1.8,-0.1,-1.4,6.9,-0.3,0.0,11.0,4.0
Cn1c(=O)c(=O)n(C)c2cc(S(=O)(=O)Nc3ccc(OC(F)(F)F)cc3)ccc21,1.3,0.1,5.4,-0.8,0.2,-2.2,-2.1,-9.6,19.6,7.8
CC(C)C(=O)N1CCN(c2ccccc2NC(=O)c2ccc(C#N)cc2F)CC1,6.7,-1.3,-2.0,-0.1,-0.3,-12.2,-2.1,-7.6,44.1,11.1
CCOC(=O)C1=C(Nc2ccc(Cl)cc2)OCC1=O,3.2,-5.8,-2.1,0.1,4.6,2.9,-0.4,1.5,10.1,6.5
COc1ccccc1NS(=O)(=O)c1ccc(C(=O)NCC2(N(C)C)CCCCC2)cc1,-2.9,8.9,0.8,-2.4,.,2.1,?,-8.1,.,-4.3
Cc1ccc(S(=O)(=O)N/N=C/c2cccc3nccnc23)cc1,-2.0,i,0.5,-0.6,4.9,-0.7,-6.1,1.5,27.1,12.4

# By substructure: the entries above with a COOH group (two)
SMILES,MazEF act,PriA SSB inh,Rv3671c protease,BoNT A protease,3CLpro inhibitor,PrPC surface inh,Anthrax LF inh2,BoNT-F LC inh,VHR inh abs,CCHFV vOTU inh
O=C(Nc1ccc(C(=O)O)cc1)/C(=C\c1ccco1)NC(=O)c1ccccc1Cl,-1.9,-7.3,3.0,0.2,1.4,-0.2,-1.5,4.7,6.7,21.8
Cc1c(C=O)cnn1CCC(=O)O,-1.8,-10.6,0.7,-1.0,-6.2,3.5,-1.7,-13.5,.,0.6

# Screens (PubChem)
